PhoP inhibition: inhibitors of PhoP regulon expression, primary screen, Salmonella Typhimurium, GFP reporter (AID 1863) | S. Typhimurium PhoP-regulated promoter GFP reporter, 4 h; higher % means a stronger effect | inhibition, % at 50 µM; hits with a dose series show IC50 in µM | 300,000 tested, 0.16% active;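 active = inhibition over 29.93%, a cutoff 3 SD above the screen mean, later confirmed by dose response; inconclusive = inhibition over 29.93% but no dose response follow-up; inactive = inhibition at most 29.93% or unconfirmed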;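 note: 0% = low Mg2+ inducing control and 100% = high Mg2+ repressing control; strong numbers were not always called active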
SIAH1 antagonists: Siah-1 peptide-binding antagonists, primary screen, biochemical, fluorescence polarization, rhodamine-plectin, uHTS (AID 1817); Siah-1 / rhodamine-plectin peptide fluorescence polarization; higher % means a stronger effect; displacement, % at 20 µM; hits with a dose series show IC50 in µM; 290,000 tested, 0.02% active;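 active = displacement of at least 50% at 20 µM, with a fluorescence ratio check between 0.3 and a set limit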;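 note: plate controls were Siah plus tracer with DMSO for no effect and tracer alone without Siah for full effect; strong numbers were not always called active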
West Nile antiviral: West Nile virus antiviral activity, cell-based, CPE readout (AID 1621) | one-dose CPE inhibition, % at 10 µM; IC50 in µM for titrated hits | 290,000 tested, 0.02% active | West Nile virus-infected cells, CPE inhibition; higher % means a stronger effect; in the data active = a potency from the dose series; inconclusive = CPE inhibition mostly from about 3.7% at the one dose, without a potency; inactive = the rest, 99 in 100 with CPE inhibition below about 2.2%; note: strong numbers were not always called active
Active calls of the source: *; ? = inconclusive. These rows are one share of the data (hit frequency here may not be typical).

SMILES	PhoP inhibition	SIAH1 antagonists	West Nile antiviral
COc1ccc(N2CCN(C(=O)Cc3ccc(OC)c(OC)c3)CC2)cc1	-5%	-7%	-2.1%
O=C(Nc1ccccc1)C1CCCN1S(=O)(=O)c1ccc(Br)cc1 (stereo not given)	-6%	2%	-0.9%
CCN(CC(=O)Nc1ccccc1C(F)(F)F)C(=O)c1ccc(N2C(=O)CCC2=O)cc1	-4%	-5%	0.0%
Cn1ccc(C(=O)Nc2sc3c(c2C(N)=O)CCCCC3)n1	1%	-2%	-0.4%
O=C(CC1CCCCC1)N=C1SC2CS(=O)(=O)CC2N1c1ccccc1 (stereo not given)	-9%	8%	-0.6%
CC(CCN1CCN(CCO)CC1)c1ccccc1 (stereo not given)	1%	9%	-0.3%
Cc1ccc(S(=O)(=O)N2CCC(C(=O)NC3CCCCC3C)CC2)cc1 (stereo not given)	-8%	-2%	-0.5%
CC(C)CCNC(=O)CN(C(=O)CCC(=O)Nc1nccs1)C1CCCCC1	-13%	5%	-0.8%
CC(=O)c1cccc(OCc2cc(C(=O)NC3CCN(Cc4ccccc4)CC3)no2)c1	-3%	3%	-0.3%
O=c1[nH]c(/C=C\c2ccc(O)c(O)c2)nc(O)c1[N+](=O)[O-]	-5%	5%	-0.3%
S=C(NC1CC1)N1CCN(C(=S)NC2CC2)CC1	0%	-2%	0.4%
CCOC(=O)c1sc(NC(=O)CN2CCN(c3ccccc3)CC2)nc1C	-3%	-2%	-0.6%
CCc1ccccc1N(CC(=O)NC1CCCC1)C(=O)CNC(=O)c1cccs1	4%	-1%	-1.0%
COc1ccc(S(=O)(=O)n2cccc2)cc1OC	2%	4%	-0.5%
CCOC(=O)C1CCCN(CC(=O)Nc2nc(-c3ccccc3)cs2)C1 (stereo not given)	-2%	14%	-0.9%
COc1cc(-c2nnc(SCC(=O)N3CCOCC3)o2)cc(OC)c1OC	0%	0%	0.4%
CCC(NC(=O)Cc1c(C)c2cc3c(cc2oc1=O)OC(C)(C)CC3)C(=O)O (stereo not given)	4%	6%	-0.4%
COc1ccccc1C(=O)NNC(=O)C(=O)Nc1ccc(C)cc1	6%	-6%	0.6%
N/C(CS(=O)(=O)c1ccccc1)=N\OC(=O)c1ccc(F)cc1	-4%	1%	-0.4%
CNC(=O)c1[nH]cnc1C(=O)Nc1ccc(F)cc1	-1%	2%	-0.3%

Overlap with the part before: 6 entries; new compounds follow.
SMILES	PhoP inhibition	SIAH1 antagonists	West Nile antiviral
CCOC(=O)C1CCCN(CC(=O)Nc2nc(-c3ccccc3)cs2)C1 (stereo not given)	-2%	14%	-0.9%
COc1cc(-c2nnc(SCC(=O)N3CCOCC3)o2)cc(OC)c1OC	0%	0%	0.4%
CCC(NC(=O)Cc1c(C)c2cc3c(cc2oc1=O)OC(C)(C)CC3)C(=O)O (stereo not given)	4%	6%	-0.4%
COc1ccccc1C(=O)NNC(=O)C(=O)Nc1ccc(C)cc1	6%	-6%	0.6%
N/C(CS(=O)(=O)c1ccccc1)=N\OC(=O)c1ccc(F)cc1	-4%	1%	-0.4%
CNC(=O)c1[nH]cnc1C(=O)Nc1ccc(F)cc1	-1%	2%	-0.3%
O=C(NC1CCCCCCC1)c1cccs1	1%	-3%	-1.0%
COc1ccc(CCn2c(=N)c(C(=O)NCC3CCCO3)cc3c(=O)n4cccc(C)c4nc32)cc1OC (stereo not given)	-18%	-2%	-0.8%
CCc1ccc2[nH]c(C(=O)Nc3ccc(F)cc3Br)cc2c1	-5%	3%	-0.9%
CC(C)(C)c1cc(C(=O)N/N=C/c2ccc(-c3ccccc3[N+](=O)[O-])o2)n[nH]1	-14%	4%	1.2%
NC(=O)CC(NC(=O)c1cccc(Br)c1)c1ccc(NC2CCCCCCC2)c([N+](=O)[O-])c1 (stereo not given)	-6%	5%	-1.0%
COc1cc(NC(=O)c2cccnc2)ccc1NC(=O)c1ccccc1Cl	-2%	-2%	-1.1%
CN1CCN(S(=O)(=O)c2cccc(C(=O)Oc3ccc(Br)cc3F)c2)CC1	12%	0%	0.0%
O=C(O)c1ccc(NC(=O)c2ccccc2Br)c(NC(=O)c2ccccc2Br)c1	5%	4%	-0.4%
O=C(CNc1cccc(S(=O)(=O)N2CCOCC2)c1)Nc1ccccc1F	3%	0%	-0.6%
Cc1ccc2nc(CCc3ccc(N)cc3)[nH]c2c1	18%	-5%	-0.1%
Cc1ccc(S(=O)(=O)Nc2cccc(-n3cnnn3)c2)cc1C	-1%	10%	0.3%
Cc1[nH]c2ccc(C(=O)NCCCN3CCN(C)CC3)cc2c1C	1%	-1%	0.6%
CCn1c(SC)nnc1C1CCN(CC(=O)Nc2ccccc2N2CCOCC2)CC1	-1%	-2%	-1.0%
c1ccc(-c2cc(NCCN3CCCCC3)c3ccccc3n2)cc1	-4%	-5%	-0.6%
O=C1NN(c2cccc(Br)c2)C(=O)/C1=C\c1ccccc1	0%	3%	-0.3%
CC(C)c1ccc(NC(=O)NC(C)c2ccc3c(c2)OCO3)cc1 (stereo not given)	-8%	-2%	-0.8%
O=C(NCCc1ccccc1)C1CCC(=O)N1C1CCCC1 (stereo not given)	9%	1%	0.1%
CNS(=O)(=O)c1cccc(C(=O)OCC(=O)N2CC(C)OC(C)C2)c1 (stereo not given)	4%	8%	-0.4%
Nc1cc(N)cc(C(=O)Nc2ccc3c(c2)C(=O)NC3=O)c1	5%	-3%	0.2%
COc1cccc(CN2CC(C(=O)NCCn3ccc(C)n3)CCC2=O)c1 (stereo not given)	9%	6%	0.1%

Sorted by value in West Nile antiviral (smallest number first): 5 of the compounds above.
structure	PhoP inhibition	SIAH1 antagonists	West Nile antiviral
O=C(NC1CCCCCCC1)c1cccs1	1%	-3%	-1.0%
O=C(O)c1ccc(NC(=O)c2ccccc2Br)c(NC(=O)c2ccccc2Br)c1	5%	4%	-0.4%
CN1CCN(S(=O)(=O)c2cccc(C(=O)Oc3ccc(Br)cc3F)c2)CC1	12%	0%	0.0%
COc1cccc(CN2CC(C(=O)NCCn3ccc(C)n3)CCC2=O)c1 (stereo not given)	9%	6%	0.1%
Cc1[nH]c2ccc(C(=O)NCCCN3CCN(C)CC3)cc2c1C	1%	-1%	0.6%

Next section
SMILES	PhoP inhibition	SIAH1 antagonists	West Nile antiviral
COCCN(CC1CCCN(C2Cc3ccccc3C2)C1)C(=O)c1cccs1 (stereo not given)	9%	4%	-0.8%
COc1cc(OC)c(NS(=O)(=O)c2cc(Br)cnc2N)cc1Cl	8%	-5%	-0.5%
CCn1c(CSCc2ccc(C)cc2)n[nH]c1=S	-3%	-6%	-0.8%
Cc1cc(C(=O)N2CCCC(Nc3ccc(C(C)C)cc3)C2)nn1C (stereo not given)	-3%	0%	-0.9%
O=C(O)c1cc(S(=O)(=O)NC(Cc2c[nH]c3ccccc23)C(=O)O)ccc1Cl (stereo not given)	-7%	-4%	-0.2%
CC(OC(=O)c1nsc(Cl)c1Cl)C(=O)NC1CCCCC1 (stereo not given)	-5%	0%	0.8%
O=C(Nc1cccnc1)C1CC(=O)N(c2ccc(F)cc2)C1 (stereo not given)	-2%	0%	-0.5%
CCOc1ccccc1NS(=O)(=O)c1ccc2c(c1)N(C)CCO2	1%	-4%	-0.1%
CCOC(=O)c1ccc(NC(=O)C2C3CCCCC32)cc1 (stereo not given)	6%	-2%	-0.8%
Cc1ccc(CN(C)C(=O)CCc2nc3sc4c(c3c(=O)[nH]2)CCCC4)o1	-5%	-6%	-0.2%
COc1ccc(/C=C(\NC(=O)c2ccccc2)C(=O)NCc2cccnc2)cc1	4%	-4%	0.2%
COc1ccc(C(C)=O)cc1CC(=O)NC1CCCCCC1	2%	5%	-0.1%
Cc1cc(C)c(NC(=O)CSc2nnc(CNC(=O)c3ccco3)o2)c(C)c1	11%	-4%	0.1%
NC(=O)C1CCCN(C(=O)CCCNC(=O)c2ccc(Cl)cc2)C1 (stereo not given)	-1%	-1%	-0.3%
CC(C)C(CCNC1CCN(C)CC1)c1ccc(Cl)cc1 (stereo not given)	6%	1%	-0.3%
Cc1ccc(C(=O)NCCNC(=O)c2ccco2)cc1C	11%	5%	0.0%
Cc1ccc([C@@H]2[C@@H]3C(=O)N(c4ccccc4)C(=O)[C@@H]3[C@]3(C)C(=O)N(CC4CC4)CC(=O)N23)o1	8%	-6%	-1.0%
O=C(NCCN1CCCCC1)Nc1cccc(C(F)(F)F)c1	-5%	12%	-0.7%
C/C(CC(=O)Nc1ccc2c(c1)OCCO2)=N\NC(=O)Cc1ccccc1	2%	9%	0.2%
CS(=O)(=O)Nc1ccc2c(c1)OCC(=O)N2Cc1ccccc1	8%	-6%	0.0%
Cc1nn(C)cc1C(=O)Nc1ccc2c(c1)OCCO2	-2%	1%	-0.2%
Cc1ccccc1-c1nc(CN2CCC(C(=O)NC3CCCCC3)CC2)c(C)o1	-1%	-2%	-0.8%
O=C(c1cc(Br)ccc1Cl)N1CCN(c2ncccn2)CC1	8%	0%	-1.0%
COC(=O)c1ccc(NC(=O)CS(=O)(=O)c2ccccc2)cc1	4%	3%	-1.0%
O=C(NCc1cccc2[nH]ccc12)C1CCC(=O)N(CCc2ccc(Cl)cc2)C1 (stereo not given)	-1%	7%	-0.7%
COCc1cc(=O)[nH]c(SCC(=O)N2CCOCC2)n1	-4%	0%	0.1%
C=CCNC(=O)CSc1nc2sc3c(c2c(=O)n1CCCOC)CCC3	-8%	4%	-0.8%
C/C(=N\NC(=O)c1ccn(C)n1)c1ccco1	-1%	7%	-0.5%
CCCc1cc(C(=O)N2CCCN(C)CC2)cs1	-7%	4%	-0.6%
CCc1ncc(CN2CCCC(C(=O)Nc3cccc(-c4ccc(F)cc4)c3)C2)cn1 (stereo not given)	-1%	0%	-0.8%
CC(C)NC(=O)C(c1ccc(F)cc1)N(C(=O)CCC(=O)Nc1ccccn1)C1CCCCC1 (stereo not given)	-13%	2%	-0.4%
Cc1ccccc1C(=O)N1CCc2cc(-c3csc(NC(=O)CN4CCCC4)n3)ccc21	-4%	-3%	0.2%
Cc1c(NC(=O)Nc2cccc([N+](=O)[O-])c2)c(=O)n(-c2ccccc2)n1C	0%	2%	-0.1%
COc1ccc(N2CCN(S(=O)(=O)c3c(C)nc4scc(C)n4c3=O)CC2)cc1	6%	-6%	-0.6%
Cc1ccc(C(=O)Nc2ccc(Nc3ccccc3)cc2)c(Cl)c1	3%	0%	-0.3%
O=C(Cc1c[nH]c2ccccc12)NCc1ccncc1	0%	-3%	1.1%
O=C(NCCOc1ccccc1)c1ccccc1Cl	8%	9%	-1.1%
CCC(C)[C@H](NC(=O)C1CC(=O)N(c2ccc(OC)cc2)C1)C(=O)NC1CCCC1 (stereo not given in full)	0%	-1%	-0.1%
CC1CCN(CC(=O)Nc2nccs2)CC1	-4%	3%	0.6%
Cc1cc(NC(=O)CSc2nnc(CNC(=O)c3ccccc3)o2)no1	1%	-4%	0.3%
CCOc1ccc(N2CC(C(=O)NCCc3c[nH]c4ccc(OC)cc34)CC2=O)cc1 (stereo not given)	-3%	11%	-0.3%
Cn1ncc([N+](=O)[O-])c1C(=O)Nc1ccccc1C(=O)O	0%	8%	0.4%
O=C(Nc1ccccc1C(=O)N1CCN(Cc2ccccc2)CC1)c1ccccc1	-6%	13%	-0.1%
Cc1ccn(CCC(=O)Nc2ccc(-c3ccno3)cc2)n1	-7%	4%	1.1%
C/C(=N\Nc1nccnc1Cl)c1ccc(Cl)c(Cl)c1	-6%	1%	?
Nc1nc(SCC(=O)Nc2ccc(Cl)cc2C(F)(F)F)n[nH]1	9%	3%	0.2%
COc1ccc(N(C)C(=O)c2cn(CC(C)C)c(=O)c3cc(OC)c(OC)cc23)cc1	2%	2%	-0.4%
CCn1c(SCC(=O)N2CCC(C)CC2)nc2c1c(=O)n(C)c(=O)n2C	4%	3%	-0.5%
CC(C)(C)c1ccc(SCCc2ccncc2)cc1	4%	10%	0.5%
CC(=O)N1CCN(CC(=O)Nc2ccc(C)c(F)c2)CC1	-7%	12%	-0.5%
CCOC(=O)C1=C(COC(=O)c2cccc(Cl)c2)NC(=O)NC1C (stereo not given)	4%	1%	-0.4%
CC(=O)c1cccc(Nc2nc(N3CCOCC3)nc(N3CCOCC3)n2)c1	-7%	4%	0.5%
Cc1nn(-c2ccccc2)c(C)c1NC(=O)COC(=O)CCc1ccccc1	-6%	1%	-0.1%
COc1cc(CN2CCCC(CO)(Cc3ccccc3F)C2)ccc1O (stereo not given)	-6%	1%	-0.9%
O=C(NCc1ccccc1)C1CCCN(c2ncnc3c2nc2n3CCCCC2)C1 (stereo not given)	1%	-3%	0.8%
CSc1ccccc1OCc1cc(C(=O)N2CCCC(C)C2)no1 (stereo not given)	-2%	0%	-0.5%

Quoted from the listing.
SIAH1 antagonists with Cn1ccc(C(=O)Nc2sc3c(c2C(N)=O)CCCCC3)n1 is entered as -2%
SIAH1 antagonists with CCC(C)[C@H](NC(=O)C1CC(=O)N(c2ccc(OC)cc2)C1)C(=O)NC1CCCC1 (stereo not given in full) is entered as -1%
West Nile antiviral with O=C(O)c1cc(S(=O)(=O)NC(Cc2c[nH]c3ccccc23)C(=O)O)ccc1Cl (stereo not given) is entered as -0.2%
